Bioassay records: PubChem BioAssay, several laboratories
Ba/F3 V617F tox: loss of viability in JAK2V617F-driven Ba/F3 cells; Ba/F3 EpoR-JAK2V617F viability, ATP luminescence; inhibition, % at 5.6 µM; 1.1% of 220,000 active; AID 1446;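 active = inhibition above the campaign mean plus 3 SD over all tested compounds, cut at about 24% in these data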;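 note: cytokine-independent growth of Ba/F3 cells driven by EpoR plus mutant JAK2; 0% = DMSO-treated cells and 100% = JAK inhibitor I control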
NCF1 inh: inhibitors of human p47phox binding; P14598; 0.53% of 220,000 active; inhibition, % at 24.7 µM; p47phox/p22phox peptide binding, fluorescence polarization, 2 h;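 active = inhibition above about 30%, limit read from the data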;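 note: 0% = p47phox with labelled peptide and 100% = labelled peptide alone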
Target sequence (P14598 whole entry, looked up): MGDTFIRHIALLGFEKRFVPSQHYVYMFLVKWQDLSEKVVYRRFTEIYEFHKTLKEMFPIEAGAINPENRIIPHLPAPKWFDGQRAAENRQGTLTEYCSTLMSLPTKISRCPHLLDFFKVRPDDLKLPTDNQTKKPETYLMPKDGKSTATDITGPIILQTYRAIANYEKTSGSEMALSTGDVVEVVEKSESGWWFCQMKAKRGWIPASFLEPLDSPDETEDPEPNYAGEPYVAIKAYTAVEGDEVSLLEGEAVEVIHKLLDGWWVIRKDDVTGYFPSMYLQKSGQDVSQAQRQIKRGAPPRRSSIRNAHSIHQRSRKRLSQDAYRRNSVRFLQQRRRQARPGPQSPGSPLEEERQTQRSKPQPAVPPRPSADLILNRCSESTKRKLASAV
NPY Y1 blocker: antagonists of human neuropeptide Y receptor Y1; P25929; HEK293-CNG Y1 cells, membrane potential fluorescence; NPY at EC95, then isoproterenol; inhibition, % at 3.6 µM; 1% of 200,000 active;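 active = inhibition above the campaign mean inhibition of all tested compounds plus 3 SD, cut at about 20% in these data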;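 note: 0% = DMSO wells given NPY plus isoproterenol and 100% = isoproterenol alone without NPY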
Target sequence (P25929 whole entry, looked up): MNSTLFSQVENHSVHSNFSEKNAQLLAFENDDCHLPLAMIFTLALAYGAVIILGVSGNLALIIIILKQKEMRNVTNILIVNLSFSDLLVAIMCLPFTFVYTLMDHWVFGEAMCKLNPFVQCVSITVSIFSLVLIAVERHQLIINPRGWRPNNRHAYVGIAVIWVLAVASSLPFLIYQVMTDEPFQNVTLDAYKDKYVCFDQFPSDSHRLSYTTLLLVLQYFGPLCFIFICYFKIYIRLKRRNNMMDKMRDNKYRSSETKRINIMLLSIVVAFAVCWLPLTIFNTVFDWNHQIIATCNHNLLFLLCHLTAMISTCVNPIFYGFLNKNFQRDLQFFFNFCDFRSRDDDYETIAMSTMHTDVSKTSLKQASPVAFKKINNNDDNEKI
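Material: HEK293 cells co-expressing NPY Y1 receptor and cyclic-nucleotide gated channel. Timing: compound incubation 1 h at room temperature, readout 45 min post-stimulation. Signal: fluorescence, membrane potential probe.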
NPY2 pot ag: human NPY-Y2 potentiation or agonism, primary screen; cells expressing NPY-Y2, potentiator/agonist read-out; P49146; 0.45% of 220,000 active; activation, % at 3.6 µM; in the data active = activation above about 27%;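 note: cells stimulated with NPY near EC25 plus isoproterenol at EC100; 0% = vehicle plus submaximal agonist and 100% = vehicle plus saturating agonist; some results beyond the cut were filed as inactive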
BaF3 tox: parental Ba/F3 viability inhibition as JAK2V617F counter-screen | 1.1% of 220,000 active | CellTiter-Glo ATP luminescence | inhibition, % at 5.6 µM | AID 1486;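 active = inhibition above a per-campaign cutoff, the mean inhibition of all tested compounds plus 3 SD, cut at about 27% in these data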;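 note: 0% = DMSO wells and 100% = JAK Inhibitor I control wells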
NPY1 pot ag: human NPY-Y1 potentiation or agonism, primary screen. P25929. NPY-Y1 expressing cells, potentiator/agonist activation. AID 1304. activation, % at 3.6 µM. 0.37% of 220,000 active; in the data active = activation above about 33%, passing the limit was not always enough;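 note: cells stimulated with NPY at EC10 then isoproterenol at EC100; 0% = low agonist plus stimulus and 100% = saturating agonist plus stimulus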
S1P4 ag: activates the human S1P4 receptor; AID 1509; 0.35% of 220,000 active; activation, % at 4.98 µM; S1P4-expressing cell line, agonist reporter assay; O95977; in the data active = activation above about 11%;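 note: 0% = DMSO vehicle and 100% = reference agonist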
CHOP inhibitor: CHOP inhibition in unfolded protein response; CHO-K1 CHOP-promoter luciferase, tunicamycin-induced, 15-18 h; inhibition, % at 10 µM; 3.8% of 220,000 active; AID 2732;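 active = compounds that reduced the stress-induced luciferase reporter signal by more than about 70% of percent inhibition, limit read from the data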;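 note: 0% = tunicamycin plus vehicle and 100% = wells without tunicamycin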
S1P4 antagonist: blocks the human S1P4 receptor; O95977; S1P4-expressing cells, antagonist mode, reporter read-out; inhibition, % at 4.98 µM; 0.26% of 220,000 active; AID 1510; in the data active = inhibition above about 29%;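 note: 0% = wells stimulated with agonist and 100% = vehicle wells without agonist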
The depositor's hits bear a star; . = not tested or not shown. Outcome played no part in choosing rows; overall some 7.1% were active at least once.

SMILES	Ba/F3 V617F tox	NCF1 inh	NPY Y1 blocker	NPY2 pot ag	BaF3 tox	NPY1 pot ag	S1P4 ag	CHOP inhibitor	S1P4 antagonist
Cn1nnnc1SCC(=O)Nc1nc2ccccc2s1	-1	-1	-6	-1	1	2	1.1	-30	11
CCO[C@H]1OC(C(=O)N2CCOCC2)=C[C@@H](c2coc3ccccc3c2=O)[C@@H]1CCCO	-1	.	-3	11	1	-9	-0.1	6	6
CCOC(=O)/C(C#N)=C/c1cccc([N+](=O)[O-])c1	-3	-14	.	-12	-1	2	1.6	-21	-1
O=C(COc1ccccc1[N+](=O)[O-])Nc1ccccc1N1CCCC1	2	2	-2	2	2	2	0.4	50	-2
COc1ccc(OC)c(-c2csc(NC(=O)C3c4ccccc4Oc4ccccc43)n2)c1	1	-49	-7	4	4	-22	1.6	32	-1
COc1ccc(CCNC(=O)CCCCn2c(=O)[nH]c3ccccc3c2=O)cc1OC	-2	1	-6	15	1	32	0.6	5	1
COc1ccc(C)cc1NC(=O)c1cc2c(s1)CCC2	-3	-7	18	-7	3	-20	-0.5	33	-2
CCN1CC2=C(OC(N)=C(C#N)C2c2ccccc2)/C(=C\c2ccccc2)C1 (stereo not given)	-1	-11	-3	0	3	3	2.2	67	-2
CC(=O)N1N=C(c2ccco2)CC1c1ccc(C)cc1 (stereo not given)	1	-11	1	6	6	3	0.2	18	-12
O=S(=O)(c1ccc(S(=O)(=O)N2CCOCC2)cc1)N1CCCC1	4	0	-1	5	2	9	0.4	0	10

Entries above that have two or more sulfur atoms:
SMILES	Ba/F3 V617F tox	NCF1 inh	NPY Y1 blocker	NPY2 pot ag	BaF3 tox	NPY1 pot ag	S1P4 ag	CHOP inhibitor	S1P4 antagonist
Cn1nnnc1SCC(=O)Nc1nc2ccccc2s1	-1	-1	-6	-1	1	2	1.1	-30	11
O=S(=O)(c1ccc(S(=O)(=O)N2CCOCC2)cc1)N1CCCC1	4	0	-1	5	2	9	0.4	0	10

Additional compounds follow:
SMILES	Ba/F3 V617F tox	NCF1 inh	NPY Y1 blocker	NPY2 pot ag	BaF3 tox	NPY1 pot ag	S1P4 ag	CHOP inhibitor	S1P4 antagonist
CCCCNc1nc2ccccc2[nH]1	2	-6	8	-16	6	-4	1.9	29	-14
O=C(NNC(=O)C12CC3CC(CC(C3)C1)C2)c1ccco1	-3	3	9	-7	-1	2	-1.5	-9	-16
O=C(Nc1ccc2nc(SCc3ccc(Cl)cc3)sc2c1)c1ccccc1C(=O)N1CCOCC1	3	-5	1	-23	3	5	3.1	30	-14
Cc1nn2c(NCc3ccccn3)cc(C(C)(C)C)nc2c1-c1ccccc1	-2	-15	.	3	-2	11	1.0	-33	-3
O=[N+]([O-])C1=C(Nc2cccc3ccccc23)CS(=O)(=O)C1	0	-10	6	-6	4	-21	0.9	-10	17
O=C(Cn1cc(-c2nnnn2-c2ccc(Cl)cc2)c(=O)c2ccccc21)c1ccccc1	-1	-7	14	-4	-4	4	-1.4	28	8
CCCn1nc(C(=O)OCC(=O)c2c(N)n(C)c(=O)n(C)c2=O)c2ccccc2c1=O	-2	-4	-9	3	2	-5	0.4	-1	-8
CC1=NNC(=O)C1CCC(=O)N/N=C/c1ccc(Cl)cc1Cl (stereo not given)	-3	-8	.	-10	-2	10	0.1	3	0
COC(=O)c1c(NC(=O)CSc2nc(-c3ccco3)cc(C(F)(F)F)n2)sc2c1CCCC2	-5	-20	-5	3	2	21	-0.4	12	-5
Cc1nnc(NC(=O)Cc2cccs2)s1	-4	-35	4	-12	-1	14	-0.5	43	-22

An excerpt from above with just NPY1 pot ag and NPY Y1 blocker.
| Compound | NPY1 pot ag | NPY Y1 blocker |
| --- | --- | --- |
| O=C(COc1ccccc1[N+](=O)[O-])Nc1ccccc1N1CCCC1 | 2 | -2 |
| COc1ccc(OC)c(-c2csc(NC(=O)C3c4ccccc4Oc4ccccc43)n2)c1 | -22 | -7 |
| COc1ccc(CCNC(=O)CCCCn2c(=O)[nH]c3ccccc3c2=O)cc1OC | 32 | -6 |
| COc1ccc(C)cc1NC(=O)c1cc2c(s1)CCC2 | -20 | 18 |
| CCN1CC2=C(OC(N)=C(C#N)C2c2ccccc2)/C(=C\c2ccccc2)C1 (stereo not given) | 3 | -3 |
| CC(=O)N1N=C(c2ccco2)CC1c1ccc(C)cc1 (stereo not given) | 3 | 1 |

New compounds follow:
SMILES	Ba/F3 V617F tox	NCF1 inh	NPY Y1 blocker	NPY2 pot ag	BaF3 tox	NPY1 pot ag	S1P4 ag	CHOP inhibitor	S1P4 antagonist
CCN(CC)S(=O)(=O)c1cccc(NC(=O)/C=C/c2ccc([N+](=O)[O-])cc2)c1	-2	-13	3	12	8	9	1.1	-5	-11
Cc1cc(Oc2cc(N)cc([N+](=O)[O-])c2)ccc1Cl	2	-8	3	2	6	-21	0.9	102*	-19
COc1ccc([C@@H]2C(C#N)=C(N)S[C@@H](c3ccccc3)[C@@H]2[N+](=O)[O-])cc1	1	-25	-2	14	6	2	0.1	3	4
O=S(=O)(c1ccc(Cl)cc1)n1ccc(-c2cccc(OCc3c(F)cccc3Cl)c2)n1	-1	-7	4	-34	6	-10	-0.1	17	-15
O=C(O)CCCC(=O)N1N=C(c2ccccc2)CC1c1cccs1 (stereo not given)	5	-4	.	-37	3	12	1.6	-10	4
CC1CCN(CC(=O)Nc2sc3c(c2C#N)CCC3)CC1	-2	-7	6	-2	0	15	1.2	21	-6
CN(C)S(=O)(=O)Oc1ccc(Cl)cc1C(=O)Nc1cccc(C(F)(F)F)c1	-2	-4	3	-15	5	-6	0.4	17	13
Cc1ccc(CNC(=O)COC(=O)Cc2ccc(-c3ccccc3)cc2)cc1	-1	-10	8	-11	-1	-2	0.3	-3	-8
O=C(CSc1ncnc2sccc12)Nc1ccccc1	2	-14	5	-4	3	2	0.3	26	7
COC(=O)C(C)NC(=O)COc1ccc2ccccc2c1 (stereo not given)	-4	-1	8	-7	1	-1	-1.2	-12	4
O=c1cc(CSc2ccccn2)c2ccccc2[nH]1	-4	0	-2	-6	1	-7	-1.4	-2	-15
Cc1ccc(NC(=S)N(CCN2CCOCC2)Cc2cc3cc4c(cc3[nH]c2=O)OCO4)cc1	0	-3	-5	-1	5	21	1.6	43	-18
Cc1cccc(C)c1NC(=O)COC(=O)c1cc(=O)c2ccccc2o1	-4	-17	.	3	-7	25	1.4	-10	-9
CCOc1c2ccc(C(=O)NCc3ccc4c(c3)OCO4)cc2nn1CC	-2	-7	2	-23	-1	1	0.9	19	4
Cc1cc(C(=O)Nc2sc(C)c(C)c2C#N)c(C)o1	-3	-41	5	6	2	-12	2.8	75*	-1
O=C(Cc1ccccc1F)NCC(c1ccco1)N1CCCCC1 (stereo not given)	-2	-32	4	8	3	28	0.4	2	-11
C[C@H](NC(=O)c1ccccc1Cl)C(=O)OCC(=O)N1CC2(C)CC1CC(C)(C)C2 (stereo not given in full)	-1	-3	13	10	4	-9	-0.6	8	-23
COCCCNC(=S)N1CCN(c2nc3ccccc3s2)CC1	-2	1	1	2	1	-5	3.3	23	1
O=C(NCc1ccc(S(=O)(=O)Nc2ccccc2Cl)s1)c1ccccc1	-5	-9	.	13	1	28	0.5	10	13
CCN(CC)c1nc(C#N)cc(-c2ccc(OC)cc2)n1	-3	-3	3	13	1	-6	-0.6	.	-21
O=C(/C(=N\Nc1ccccc1)Sc1nnnn1-c1ccccc1)c1ccccc1	-2	-5	1	3	7	19	0.6	3	-5
C/C(CC(=O)Nc1cc(C)ccn1)=N\NC(=O)C(=O)Nc1cccc(C)c1	-2	-5	-4	-3	3	-13	-0.2	-1	-17
CCSc1nnc(-c2cc3c(s2)-c2ccccc2CC3)o1	-2	-33	7	-30	4	-43	0.8	38	-11
Cc1c(NC(=O)c2ccc(N(C)S(C)(=O)=O)cc2)c(=O)n(-c2ccccc2)n1C	1	10	4	-17	5	-1	0.1	-2	-13
CN(C)C(CNC(=S)Nc1ccc(Cl)cc1)c1cccnc1 (stereo not given)	0	1	-4	6	3	7	1.8	8	-22
CN(Cc1ccc(Cl)cc1)C(=O)CCl	5	0	5	4	-1	-3	3.5	104*	5
O=C(COc1ccc(S(=O)(=O)NC2CCCCC2)cc1)NC1CCCC1	3	-3	-2	-13	6	1	-2.0	-15	4
O=C(NS(=O)(=O)c1ccc(Cl)cc1)c1ccccc1	-4	9	4	-11	3	-5	-1.1	-14	-13
Cc1cc(C)nc(NC(=O)CSc2nc3ccccc3o2)n1	-3	42*	3	-1	0	-12	0.7	17	1
O=C(NCc1ccc(Cl)cc1)NCC(F)(F)F	-1	-21	-4	-2	4	0	0.0	25	0
COc1ccc(C(=O)c2cc3c(cc2[N+](=O)[O-])OCCO3)cc1	-1	13	0	13	3	-1	-0.1	7	-5
O=c1[nH]c(=O)n(Cc2ccccc2)c2c1CCC2	-3	-3	4	12	-1	-5	-1.1	-16	13
CCCCC(c1nnnn1C1CCCC1)N1CCN(C(=O)c2ccco2)CC1 (stereo not given)	-2	-9	7	-3	0	-3	-0.2	-4	-7
O=C(CSc1nc2ccccc2c(=O)n1-c1ccc(F)cc1F)Nc1ccc(N2CCOCC2)cc1	-2	-8	-1	12	4	5	1.3	-2	0
Cc1cc(F)ccc1S(=O)(=O)Nc1ncnc2scc(-c3ccc(F)cc3)c12	1	-10	1	6	7	0	-0.2	39	-21
c1ccc(Cn2nnnc2C(c2cccs2)N2CCCCCC2)cc1 (stereo not given)	-3	-8	11	4	7	-9	-0.1	61	-13
Cc1ccc(S(=O)(=O)c2c(CO)c(-c3ccccc3)nn2C)cc1	-1	4	1	16	6	8	1.6	22	-8
O=C(NCc1ccco1)c1noc2c1CCCC2	1	-8	0	0	8	-1	0.4	-10	2
ONC(=Nc1cccc(C(F)(F)F)c1)c1cccnc1	-3	-5	.	19	-2	17	0.1	14	7
O=C(NCN1C(=O)C2C3C=CC(C3)C2C1=O)Nc1ccccc1O (stereo not given)	2	-5	2	-7	0	-24	-0.9	6	7
COc1ccc(/C=C/C(=O)Nc2nonc2NC(C)=O)cc1	4	13	0	-23	8	-25	38*	13	-4
Cn1c2ccccc2c2cnn(CC(=O)O)c(=O)c21	1	-9	26*	-40	3	-48	1.0	-26	4
COC(=O)c1ccc(C(=O)OC)c(NC(=S)N2CCN(c3cc(Cl)ccc3C)CC2)c1	-1	-31	1	-12	3	-2	3.0	4	-6
